# Screening data from PubChem.
# ERK EGF inh = inhibitors of EGF-stimulated ERK signaling pathway; 130,000 tested, 0.41% active; HEK293-V1b, EGF-stimulated phospho-ERK AlphaScreen; Potency, µM (top dose mostly 11.5 µM), for the others: top-dose activity change, negative = inhibition, hits mostly inhibitors; AID 1454; active means well fitted inhibition curve with a large enough effect; inconclusive means small, poorly fitted or top-dose-only effect, or effect the other way;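 further: plate controls were stimulated vehicle wells for no effect and unstimulated vehicle basal for full effect; nearly all actives have a fitted effect of over 55% in size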
#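 Homogeneous cell-based phospho-ERK assay: HEK293/V1b cells in 1% FBS, compound 30 min then EGF 5 min, AlphaScreen luminescence. Activity normalized between DMSO and 25 nM EGF controls; AC50 from Hill modelling.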
# Starred values were filed as active, the others as inactive; ? = inconclusive; & = joins results of further samples; [ ] = dose if it differs, or a comment. Potency means the concentration at half of the fitted maximal effect. The list is partial. The share of hits here may be higher or lower than overall.
structure,ERK EGF inh
N/C(Cc1ccc([N+](=O)[O-])cc1)=N\OC(=O)c1ccccc1Br,6.4%
CNc1cc([N+](=O)[O-])ccc1OCc1ccccc1,-15.3%[57.5 µM]
CCOC(=O)c1nn(-c2ccc(Cl)cc2)c2nnc(Cc3ccc(C)cc3)c(=O)n12,4.2%
CNC(=S)N=Nc1c(O)[nH]c2ccccc12,2.6%
COc1ccc2[nH]c(C)c(CCNC(=S)Nc3ccccc3OC)c2c1,2.5%
Cc1onc(-c2c(Cl)cccc2Cl)c1C(=O)N[C@H]1C(=O)N2[C@H]1SC(C)(C)[C@H]2C(=O)O,15.8%[25.7 µM]
Cc1occc1C(=O)N/N=C/c1ccc(Br)s1,-4.0%
COc1cc(NC(=O)Cn2cnc3sc(C)c(S(=O)(=O)N4CCN(C)CC4)c3c2=O)cc(OC)c1OC,26.9%[57.5 µM]
COc1ccc2c(c1)[nH]c1c(=O)n(N)cnc12,-3.5%
COc1ccc(CN(C(=O)c2cccs2)c2ccccc2)cc1,-5.8%
O=C(C1=C[C@@H](c2coc3ccccc3c2=O)C[C@@H](OCCCCO)O1)N1CCOCC1,-8.8%[57.5 µM]
Nc1nnc(N2CCCCC2)s1,-12.2%[57.5 µM]

structure,ERK EGF inh
COc1ccccc1Cn1[nH]nnc1=S,2.3%[57.5 µM]
O=S(=O)(NCc1csc(-c2cccs2)n1)c1ccc(Cl)cc1,2.0%[57.5 µM]
O=C(COc1cccc(F)c1)N[C@@H](Cc1ccccc1)c1nc2ccccc2[nH]1,-2.4%
COc1cc2c(cc1OC)CN(C(=O)c1sccc1C)CC2,-7.7%[57.5 µM]
CCOc1ccc(C(=O)NC(=S)Nc2ccc(N3CCC(C)CC3)cc2)cc1[N+](=O)[O-],-0.7%
CC(=O)Nc1ccc(C(=O)NNC(=O)c2cccs2)cc1,4.2%
Cc1nn(Cc2ccccc2)c(C)c1N,-7.5%
COc1ccc(/C=C/C(=O)N(Cc2ccccc2)c2ccccn2)cc1OC,?
COCCOC(=O)C1=C(C)NC(=O)NC1c1c(Cl)nc2c(C)cccn2c1=O (configuration not stated),8.9%
C/C(Cl)=C\COc1cc(C)nc2c(Br)cccc12,3.1%
O=C(O)c1ccccc1C(=O)c1ccc(N2CCCC2)c([N+](=O)[O-])c1,-1.0%
CC(C)COc1ncnc2c1sc1nc3c(cc12)COC(C)(C)C3,6.2%[57.5 µM]

structure,ERK EGF inh
O=C(CSc1nc2c(cnn2-c2ccc(F)cc2)c(=O)[nH]1)Nc1nccs1,-1.2%
O=C(/C=C/c1ccc(F)cc1)Nc1cc(S(=O)(=O)N2CCOCC2)ccc1N1CCCC1,-6.8%
COCCn1c(C)cc(C(=O)CSc2nc3ccccc3c(=O)n2Cc2ccco2)c1C,?
CNC(=O)COC(=O)/C=C/c1c(C)nn(-c2ccccc2)c1C,-4.6%
COc1nsnc1NS(=O)(=O)c1ccc(NC(=S)NC(=O)c2ccncc2)cc1,-6.9%[57.5 µM]
O=c1[nH][nH]cc1C=Nc1ccccc1Cl,-10.1%
COC(=O)N/N=C/c1ccc([N+](=O)[O-])o1,-11.5%
COc1ccc(/C=N/NC(=O)c2cccc(NC(=O)c3ccccc3)c2)c(C(=O)O)c1OC,-4.5%
Cc1ccc(NC(=O)Cn2c3ccc(F)cc3c3nc4n(c(=O)c32)CCS4)cc1F,-9.7%
Cc1cnc(N2C(=O)c3ccc([N+](=O)[O-])cc3C2=O)s1,-7.8%
S=c1[nH]c(-c2ccccc2)cn1/N=C/c1ccncc1,8.3%[57.5 µM]
CCn1c(NC(=O)C(C)C)c2ccccc2nc1=O,-3.2%

structure,ERK EGF inh
O=C(Nc1ccc(Cl)c(S(=O)(=O)N2CCOCC2)c1)c1ccc(OCC2CCCO2)cc1 (configuration not stated),14.1µM*
COc1ccccc1/C=N\Nc1cc(C)nc(-n2nc(C)cc2C)n1,?
O=C1N(c2ccccc2)C[C@@H]2C[C@@H](c3cccs3)N3CCC[C@@]123,5.1%
O=S(=O)(NCc1ccccc1)c1ccc(F)cc1Br,-14.8%[57.5 µM]
COc1ccc(C2=NOC(C(=O)Nc3cccnc3Cl)C2)cc1 (configuration not stated),-15.2%
O=S1(=O)CCN(Cc2ccccc2C(F)(F)F)CC1,0.0%
COc1ccc(Br)cc1/C=N/NC(=O)C(c1ccncc1)N1CCOCC1 (configuration not stated),1.2%
O=C1CCCN1CCCN=c1c([N+](=O)[O-])nn(-c2ccc(Cl)cc2)n1O,-2.6%
CCCCc1n[nH]c(=S)n1Cc1ccccc1,-2.1%
Cc1ccccc1-c1nc(CN(Cc2c(C)nn(C)c2C)C2CC2)c(C)o1,?
Cc1cccc(N2CCN(C(=O)CCN3C(=S)NC(C)(C)CC3C)CC2)c1C (configuration not stated),-7.1%
CC1Cc2nc(SCC(N)=O)n(Cc3ccccc3)c(=O)c2S1 (configuration not stated),8.4%[57.5 µM]

structure,ERK EGF inh
Cn1c(-c2ccccc2[N+](=O)[O-])[n+](C)c2ccccc21,5.5%[57.5 µM]
CC(C)(C)NC(=O)COc1ccccc1C#N,6.1%
CN(C)/C=N/c1cc(=O)[nH]c(=O)n1CC1CC1,-0.3%&-5.6%
CCCC(C)c1nnc(NC(=O)C(=O)OCC)s1 (configuration not stated),-3.7%
Cc1ccc2cc(/C=N/Nc3ccc(C(=O)O)cc3)c(Cl)nc2c1,4.7%[57.5 µM]
CCCCCCNC(=O)n1cc(F)c(=O)[nH]c1=O,5.0%
O=C(CSc1n[nH]c(=O)[nH]c1=O)c1cccc([N+](=O)[O-])c1,-7.6%
Cc1ccc(S(=O)(=O)N2CCN(CC(=O)Nc3ccc([N+](=O)[O-])cc3)CC2)cc1C,0.3%
O=C(Nc1ccccc1-c1ccccc1)c1cccc(C(F)(F)F)c1,-17.3%
O=C(NCc1ccccn1)[C@H]1C[C@@H]1[C@H](NP(=O)(c1ccccc1)c1ccccc1)c1ccccc1,0.5%&0.0%
COc1cc(/C=C/C(=O)N2C(=O)c3cccc(N)c3C2=O)cc(OC)c1OC,4.4%
CCOc1ccc2oc(C(=O)O)c(C)c2c1,-4.4%[57.5 µM]

structure,ERK EGF inh
Cc1c(Cl)cnc(NC(=O)COC(=O)c2ccc3c(c2)OCO3)c1Cl,2.9%
COc1ccc(-c2csc(Nc3ccc(C)cn3)n2)cc1OC,4.5%
CCN(CC)S(=O)(=O)c1ccc(N2CCOCC2)c(NC(=O)C2CCCO2)c1 (configuration not stated),-7.2%[57.5 µM]
CCn1nc(C)c(/C=N/NC(=O)Cn2nc(C)cc2C)c1C,10.2%
COC(=O)c1ccccc1NC(=S)N(C)C,7.0%[57.5 µM]
CN(C)Cc1ccccc1-c1cncnc1NC1CC1,30.1%
COc1ccc(NS(=O)(=O)c2ccc(Oc3cccc(C(=O)O)c3)cc2)cc1,-4.0%
COCCCN1C(=O)c2ccc(C(=O)OCC(=O)NCCc3ccccc3)cc2C1=O,-4.1%
Cc1cccc(NC(=O)c2ccc([N+](=O)[O-])cc2Cl)n1,-3.9%
CN(C)S(=O)(=O)c1cccc(NC(=S)NCc2ccc3c(c2)OCO3)c1,-2.6%
O=C(NC1(C(F)(F)F)C(=O)Nc2c1c(=O)[nH]c(=O)n2Cc1ccco1)C1CC1 (configuration not stated),-1.5%
Cn1cnc2c(NC3CCCC3)ncnc21,-5.7%

structure,ERK EGF inh
COc1cccc(-n2nc3c(-n4ncc(C#N)c4N)nnc(C)c3c2C)c1,-3.8%
Cc1cccc(C)c1NC(=O)COC(=O)CCc1ccc(S(=O)(=O)N2CCCCC2)cc1,0.7%
COC(=O)c1cc([N+](=O)[O-])c(-n2cncn2)c([N+](=O)[O-])c1,-6.7%
O=C(CNc1cccc2ccccc12)N/N=C/C=C/c1ccco1,-11.0%
O=C(Nc1ccc(Br)cn1)c1ccc([N+](=O)[O-])cc1Cl,?
S=c1[nH]ncn1NCc1ccc(Cl)cc1Cl,-2.3%
S=c1[nH]ccn1-c1c(Cl)cccc1Cl,-1.1%[57.5 µM]
Cc1c(C(=O)N2CCN(c3cccc(Cl)c3)CC2)cccc1[N+](=O)[O-],-1.3%
COCC(=O)N/N=C/c1c(C)[nH]n(-c2ccccc2)c1=O,-4.9%[57.5 µM]
Cc1ccc(S(=O)(=O)Nc2ccc3c(c2)CCC3)cc1,4.7%
Fc1cccc(/C=N/Nc2ncnc3nc[nH]c23)c1,4.2%
Cc1ccc(Nc2ccc(C(N)=O)cc2[N+](=O)[O-])cc1,6.9%

structure,ERK EGF inh
Nc1nc(SCC(=O)NCc2ccc(F)cc2)[nH]c(=O)c1NC(=O)c1ccc(Cl)cc1,-3.4%
CCc1cccc(OCCn2ccnc2)c1,6.5%
COC(=O)c1ccc(NC(=O)CN(C)Cc2cccc(F)c2)cc1,7.0%
C=CCn1cccc(C(=O)Nc2cc(OC)ccc2OC)c1=O,-4.7%
Cc1ccc(C(=O)C2=C(O)C(=O)N(c3ncccn3)C2c2ccc(Br)cc2)o1 (configuration not stated),-8.1%[57.5 µM]
COC(=O)c1sc(-c2ccccc2)cc1NC(C)=O,0.2%
O=C(Cn1c(=O)oc2cccnc21)Nc1ccc(C(F)(F)F)cc1,-8.5%[57.5 µM]
CCc1ccc(C2C3=C(CCCC3=O)OC3=C2C(=O)CCC3)cc1,1.4%
c1ccc(Nc2cccc(Nc3ccccc3)c2)cc1,3.1%
O=C1N=C2N(CCN3CCCCC3)c3ccccc3N2/C1=C\c1ccc([N+](=O)[O-])o1,-2.2%
O=C(Cc1ccccc1)Nc1cccc(N2C(=O)C=CC2=O)c1,?
Cc1cc(=O)oc2cc(Oc3ccc([N+](=O)[O-])cc3[N+](=O)[O-])ccc12,7.8%

structure,ERK EGF inh
CCOC(=O)c1ccc(NC(=O)c2cc(OC)c(OC)c(OC)c2Br)cc1,1.1%
COc1cc(-c2coc3cc(OC)c(OC)c(OC)c3c2=O)cc(OC)c1OC,12.4%
CC(=O)Nc1ccc(S(=O)(=O)NNC(=O)CCC(=O)Nc2cc(C)ccc2C)cc1,4.1%
CCOC(=O)c1c(C)oc2cc(Br)c(OCC(N)=O)cc12,5.8%
COc1ccccc1/C=C/C(=O)NCC(=O)N/N=C/c1ccccc1,5.5%
COc1ccc(-c2cccc(C3CC=CC4C3C(=O)N(Cc3ccccc3)C4c3cc(C)ccc3F)c2)cc1 (configuration not stated),-12.7%[57.5 µM]
O=C(CSc1nc(-c2ccco2)cc(C(F)(F)F)n1)NN1CCOCC1,-7.0%
Cc1ccc2sc(NNC(=O)C3COc4ccccc4O3)nc2c1C (configuration not stated),-2.8%
COc1ccc(-n2c(=O)/c(=C\c3cccs3)s/c2=C(/C#N)C(=O)NCCN2CCOCC2)cc1,-5.5%
COC(=O)c1cccc(NC(=O)Cc2ccccc2[N+](=O)[O-])c1C,11.9%
Cc1ccc(/C=N/n2cc(-c3ccccc3)[nH]c2=S)s1,0.5%
C=CCn1c(COc2ccccc2F)nnc1SCCN1C(=O)c2ccccc2C1=O,2.7%

# The closing 3 entries of the part above come first, to join the parts:
structure,ERK EGF inh
COC(=O)c1cccc(NC(=O)Cc2ccccc2[N+](=O)[O-])c1C,11.9%
Cc1ccc(/C=N/n2cc(-c3ccccc3)[nH]c2=S)s1,0.5%
C=CCn1c(COc2ccccc2F)nnc1SCCN1C(=O)c2ccccc2C1=O,2.7%
CC(C)CNC(=S)N(Cc1ccco1)Cc1cc2cc3c(cc2[nH]c1=O)OCCO3,5.4%
CC12CCC(C/C1=N/O)C2(C)C (configuration not stated),0.6%[57.5 µM]
O=S1(=O)N=C(N/N=C/c2ccc(Br)o2)c2ccccc21,-3.6%
O=C(Nc1cccc(OCC(=O)N2CCOCC2)c1)c1cccc([N+](=O)[O-])c1,-0.4%
CCOc1ccc(N2C(=O)/C(=C\c3ccc(OC)c(O)c3)S(=O)(=O)C2c2cccc([N+](=O)[O-])c2)cc1 (configuration not stated),-7.8%
Cn1cc([N+](=O)[O-])c(C(=O)Nc2ccc(C(=O)N3CCCCC3)cc2)n1,-7.7%
CN(C)/C=C\C(=C/C(=O)C(F)(F)F)Nc1ccccc1Oc1ccccc1,?
CCOC(=O)C1=C(c2ccccc2)ON(C)C1c1ccccc1 (configuration not stated),-1.2%
COc1ccc(N2C(=O)/C(=C/c3ccc([N+](=O)[O-])cc3)N=C2C)cc1,0.4%
Cc1cc(=O)oc2cc(OCc3ccc(C(=O)OCC(=O)NC4CCS(=O)(=O)C4)cc3)ccc12 (configuration not stated),2.6%[57.5 µM]
O=C(/C(C=Nc1ccc(F)cc1)=C(/O)c1ccco1)C(F)(F)F,-4.4%
Cc1ccc(S(=O)(=O)N(C)C)cc1NS(=O)(=O)c1ccc(Cl)s1,2.2%

structure,ERK EGF inh
CCc1cccc(N=c2c([N+](=O)[O-])nn(-c3ccc4c(c3)OCCO4)n2O)c1,?
Cc1ccc(C2=NNC(=O)C(P(=O)(c3ccccc3)c3ccccc3)C2)cc1 (configuration not stated),-4.1%
CN(c1ccc(OCC(=O)Nc2nc(-c3ccccc3)cs2)cc1)S(=O)(=O)c1ccc(F)cc1,14.0%
COc1ccc(N2CCN(C(c3cccs3)C(C)NC(=O)c3ccc4c(c3)OCO4)CC2)cc1 (configuration not stated),-3.7%
O=C(NC(=S)Nc1ccccn1)c1ccco1,9.9%
CC(C)(C)CC(C)(C)NC(=O)/C=C/C(=O)O,-7.7%[57.5 µM]
C/C(=N\Nc1nc(C)cc(C)n1)c1ccc(N2CCOCC2)cc1,-2.9%
